EphA4 KYL inhibition – EphA4 ligand-binding antagonists – biochemical, colorimetric, mouse EphA4, primary screen (AID 689); inhibition, % at 10 µM; hits with a dose series show IC50 in µM; EphA4-AP binding to KYL peptide, pNPP A405; higher % means a stronger effect; 0.1% of 62,000 active; in the data active = a potency from the dose series; inactive = the rest, 99 in 100 with inhibition below about 22%
* marks the source's active call; other numbers are inactive results. An excerpt; count on the stated rates, not on these rows.

Start of the listing, in advance:
molecule,EphA4 KYL inhibition
CC(C)NC(=O)Cn1c(SCC(=O)N2CCCc3ccccc32)nc2ccccc21,-6%
CCOC(=O)C(C)n1cnc2c(nnn2-c2cccc(Cl)c2)c1=O (centres undefined),-1%
CCN(CCNC(=O)c1cccc(N2CCCC2=O)c1)c1ccccc1,-2%
COC(=O)Cc1[nH]nc2c1C(c1cccc(OC)c1OC)C(C#N)=C(N)O2 (centres undefined),15%
CC1=C(C(=O)OCc2ccccc2)C(c2ccco2)C2=C(CC(C)(C)CC2=O)N1 (centres undefined),17%

Results, previewed entries included:
molecule,EphA4 KYL inhibition
CC(C)NC(=O)Cn1c(SCC(=O)N2CCCc3ccccc32)nc2ccccc21,-6%
CCOC(=O)C(C)n1cnc2c(nnn2-c2cccc(Cl)c2)c1=O (centres undefined),-1%
CCN(CCNC(=O)c1cccc(N2CCCC2=O)c1)c1ccccc1,-2%
COC(=O)Cc1[nH]nc2c1C(c1cccc(OC)c1OC)C(C#N)=C(N)O2 (centres undefined),15%
CC1=C(C(=O)OCc2ccccc2)C(c2ccco2)C2=C(CC(C)(C)CC2=O)N1 (centres undefined),17%
CCCCn1c2c(c(=O)n(C)c1=O)C(CC(=O)OCC(=O)Nc1cccc(C(F)(F)F)c1)C(=O)N2 (centres undefined),0%
CCOC(=O)C(=CNc1cccc(C)n1)C(=O)OCC,-1%
Cc1cc(/C=N\Nc2ccc([N+](=O)[O-])cn2)c(C)n1-c1ccccc1F,10%
CCOc1ccccc1-c1nc(C(N)=O)c2[nH]c(=O)n(-c3cccc(C)c3)c2n1,-7%
COc1ccccc1CC(=O)N1CCN(c2cccc(C(F)(F)F)c2)CC1,-12%

Entries listed so far that contain an aryl methoxy group:
molecule,EphA4 KYL inhibition
COC(=O)Cc1[nH]nc2c1C(c1cccc(OC)c1OC)C(C#N)=C(N)O2 (centres undefined),15%
COc1ccccc1CC(=O)N1CCN(c2cccc(C(F)(F)F)c2)CC1,-12%

(cont.)
molecule,EphA4 KYL inhibition
Cc1cccc2c1-c1sc(C(=O)Nc3nccs3)cc1CO2,-9%
CC(=O)N(Cc1ccccc1)c1ccc(C(=O)O)cc1,-7%
O=C(NCCN1CCN(c2ccccc2)CC1)C1CCN(S(=O)(=O)c2cccc3nonc23)CC1,5%
Cc1ccc(S(=O)(=O)NCCNc2cc(Cl)ccc2[N+](=O)[O-])cc1,-2%
Cc1cc(NCCCN2CCOCC2)n2c(nc3ccccc32)c1C#N,-5%
C/C(=N/OC(=O)c1cccc(Cl)c1)c1nccs1,-10%
Cc1nn(Cc2cccc(C(=O)NC(C)c3ccc(C(C)(C)C)cc3)c2)c(C)c1[N+](=O)[O-] (centres undefined),-11%
C=CCn1c(NC)cc(=O)n(C)c1=O,-5%
COc1nc(-c2ccc(C)cc2)ccc1-c1noc(-c2cccnc2)n1,-17%
Cc1nc(S(=O)(=O)N2CCOCC2)c(C#N)c(C)c1Cl,-8%
CCOC(=O)c1sc(=NC(=O)c2cc(OC)c(OC)c(OC)c2)n(C)c1C,-5%
O=S(=O)(c1ccc(Oc2ccc(S(=O)(=O)N3CCOCC3)cc2)cc1)N1CCOCC1,-5%
COc1ccc(C)cc1-n1nnnc1SCC(=O)c1ccc2c(c1)OCCO2,0%
O=C(NN=C1CCCC1)C(=O)Nc1cccc(C(F)(F)F)c1,-11%
CN(C(=O)N1CCN(c2ccccn2)CC1)c1ccccc1,-2%
O=C(NCc1cccnc1)NC1CCCN1S(=O)(=O)c1ccc(Cl)cc1 (centres undefined),-2%
Cc1ccc(Nc2nc(C(=O)N3CCC(C(=O)N4CCN(C)CC4)CC3)cs2)cc1,-8%
CN1CCN(c2nc(-c3ccc(Br)cc3)nnc2-c2ccccc2)CC1,2%
CCCOc1ccccc1C1NC(=O)NC(C)=C1C(=O)OCCOC(C)C (centres undefined),1%
CSc1ccc(Cl)c(C(=O)NCCOc2cc(C)ccc2C(C)C)c1,-15%
COC(=O)c1nn(-c2ccccc2)nc1-c1nn(-c2ccccc2)nc1C(=O)OC,-3%
CCOc1ccc(NC(=O)Cn2nnc(-c3ccccc3NC(=O)C3CC3)n2)cc1,-2%
C/C(=N\O)C1(C)N(O)C(C)(C)C(c2ccc(F)cc2)=[N+]1[O-] (centres undefined),-5%
COC(=O)C(CC(C)C)NC(=O)c1ccc([N+](=O)[O-])cc1 (centres undefined),-6%
COc1ccc(C2CC(c3ccc(OC)cc3)n3nc(NC(=O)c4ccco4)nc3N2)cc1 (centres undefined),-9%
Nc1nnc(SCC(=O)N2c3ccccc3CCc3ccccc32)s1,4%
CCOc1ccc(OCCOCCN2CCc3ccccc3C2)cc1,-8%
COc1ccc(CNc2cccc(F)c2)cc1Br,2%
CCc1cccc(CC)c1NC(=O)c1cccc(NC(=O)c2ccccc2)c1,-8%
Cc1cc(C)nc(SCc2nnc(SCC(N)=O)n2Cc2ccco2)n1,-13%
O=C(c1ccco1)N1CCN(S(=O)(=O)c2ccc3c(c2)CCN3C(=O)C2CC2)CC1,0%
O=C(NCC(c1cccnc1)N1CCN(c2ccccc2F)CC1)OCc1ccccc1 (centres undefined),-3%
CC1(C)Cc2c(ccc3ccccc23)C(c2cc3ccccc3oc2=O)=N1,-3%
COc1ccc(C(=O)Nc2ccc(C(N)=O)cc2)cc1[N+](=O)[O-],-3%
Cc1cc2oc(=O)cc(Cn3ccnc3)c2cc1C,-18%
Cc1ccc2cccc(OC(=O)c3ccc(Br)o3)c2n1,12%
COc1cccc(C2C(C(=O)OCc3ccccc3)=C(C)Nc3ncnn32)c1OC (centres undefined),-39%
CCCCn1c(SCC(=O)Nc2ccccc2C(F)(F)F)nc2ccsc2c1=O,6%
CCOc1cc(/C=C2\SC(=S)N(Nc3ccccc3)C2=O)ccc1O,17%
COc1cc(/C=c2/sc3nc4ccccc4n3c2=O)cc(I)c1OCc1ccccc1,0%
CCCCC(=O)Nc1cc(N(C)C)nc2ccccc12,3%
COc1cc2[nH]c3c(=O)n(CCN(C(C)C)C(C)C)cnc3c2cc1OC,-5%
COc1ccc(C2=[N+]([O-])C(C)(C)N(O)C2(C)C)cc1,-14%
CCNC(=S)N1CCN(C(=O)c2ccco2)CC1,-12%
Cc1ccc(-c2cc3nn(-c4ccccc4)c(N)c3c(=O)o2)cc1,0%
CC(NC(=O)c1ccc(Cl)cc1)C(=O)NC1=NCCS1 (centres undefined),-9%
CCN(CC)C(=O)N1CCC(NC(=O)c2ccc(C(C)(C)C)cc2)CC1,-9%
O=[N+]([O-])c1ccc(N2CCCCCC2)c(S(=O)(=O)N2CCCCC2)c1,-2%
CCNC(=O)CN1c2cccc3cccc(c23)S1(=O)=O,-13%
Nc1cc(Cl)ccc1Oc1ccc(Cl)cc1,-14%

Next part
molecule,EphA4 KYL inhibition
COC(=O)C1=NN(C(=O)c2ccc(C)cc2)C(O)(c2ccc(Cl)cc2)C1 (centres undefined),-8%
O=C(CN1CCSCC1)N/N=C/c1ccc(F)c(F)c1,1%
O=C(NC(=S)Nc1ccc2oc(-c3cccnc3)nc2c1)c1cccc(Cl)c1,-7%
Cc1ccc(OCC(=O)N2CCN(c3nnc(-c4ccc(C)cc4)c4ccccc34)CC2)cc1,0%
O=C(CC(=O)NN=C1CCCC1)NCCc1ccccc1,9%
CCOC(=O)N1CCN(C(=O)CN(c2ccc(OC)c(OC)c2)S(C)(=O)=O)CC1,3%
O=C(Cc1ccccc1)Nc1cc(C(=O)c2ccccc2)ccc1N1CCOCC1,-6%
CC(=O)c1ccc(N/C(=N/S(=O)(=O)c2ccccc2)c2ccccc2)cc1,-7%
O=C(CCN1C(=O)c2ccccc2C1=O)NCC1CCCO1 (centres undefined),-8%
NC1=NC(=O)CC(C(=O)NCCc2ccccc2)S1 (centres undefined),-6%
COC(=O)CC1C(=O)NCCN1C(=O)NC1CCCCC1 (centres undefined),4%
O=C(CSc1ccc(Cl)cc1)Nc1ccccc1N1CCN(C(=O)c2ccccc2)CC1,-4%
Cc1cc(C)c(C(=O)CC2(O)C(=O)Nc3ccccc32)cc1C (centres undefined),-13%
CCCc1cc2c(cc1NS(=O)(=O)c1ccc(CCNC(C)=O)cc1)OCO2,-18%
O=C(Nc1ccc(Br)c2cccnc12)c1ccc(Cn2cc([N+](=O)[O-])cn2)o1,-20%
CC1CCCCN1C(=O)CSc1nc2ccsc2c(=O)n1Cc1ccccn1 (centres undefined),-4%
CC1(c2ccccc2)CC(C)(C)N(C(=O)C2CCCO2)c2ccccc21 (centres undefined),5%
CCOC(=O)N1CCN(C(=O)c2ccc3c(c2)ncn3C2CCCC2)CC1,-7%
Cc1nc2ccccc2n1S(=O)(=O)c1ccc(F)cc1,-5%
O=C(Nc1cccc(Cl)c1)OCc1ccccn1,0%
O=C(NCc1cccnc1)c1cccn2c(=O)c3sccc3nc12,-2%
COc1ccc(NC(=O)COc2cccc3ccccc23)cc1,2%
CC(C)Oc1cccc(C(=O)Nc2ccc(F)c([N+](=O)[O-])c2)c1,14%
Nc1cc(Cl)ccc1Oc1ccccc1,-5%
COc1ccc(Cl)cc1NC(=O)Cn1cccc1,-5%
CCCOc1ccc(CSC2=NCCN2)cc1[N+](=O)[O-],-8%
CC(C)Oc1ccc(NC(N)=O)cc1,-23%
O=S1(=O)N=C(Nc2ccc(O)c(CN3CCCCC3)c2)c2ccccc21,4%
Cc1sc2ncn3c(C)nnc3c2c1C,-3%
O=C(C1CCCO1)N1CCC(O)(c2ccccc2)CC1 (centres undefined),-10%
CC1=CC(c2ccccc2)n2nc(N3C(=O)C4CC=CCC4C3=O)nc2N1 (centres undefined),-6%
O=C1c2ccccc2N2C(=O)c3ccccc3C2N1Cc1ccco1 (centres undefined),4%
COC(=O)Nc1c(C(=O)OC)cc(OC)c(OC)c1OC,-2%
Cc1cc(-c2ccccc2)nc(N(C)NC(=O)c2cccc(C(F)(F)F)c2)c1S(C)(=O)=O,6%
CCOC(=O)c1ccc2c(c1)nc(SCc1cn3ccsc3n1)n2CC,4%
CCOC(=O)c1ccc(NC(=O)/C(=C\c2cccc([N+](=O)[O-])c2)NC(=O)c2ccccc2)cc1,11%
CCOC(=O)N1CCC(Nc2c(-c3ccccc3)c(=O)c2=O)CC1,-5%
Cc1cccc(N2C(=O)CC(Sc3nc(C)cc(C)n3)C2=O)c1 (centres undefined),-14%
CC(=O)c1cccc(NC(=O)CN2CCOCC2)c1,9%
CCOC(=O)c1c2ccc(OCC(=O)N/N=C/c3ccccc3C(F)(F)F)cc2n2ccccc12,4%
COc1ccc(OC)c(-c2cc(C(=O)Nc3c(C)nn(Cc4ccccc4C)c3C)no2)c1,3%
COc1cccc(Nc2nnc(SCC(=O)N(CC(C)C)CC(C)C)s2)c1,-13%
COC(=O)CNC(=O)CSc1nnc(-c2ccc(OC)cc2)n1CC(C)C,3%
CC1=CN2CC(O)CN=C2C=C1 (centres undefined),-5%
O=C(O)CCCNC1=NCCC1,-5%
O=S(=O)(Nc1nc2ccc(S(=O)(=O)N3CCCC3)cc2s1)c1ccc(F)cc1,5%
CC(C)OCCCNC(=O)CNC(=O)c1cccs1,-14%
COC(=O)c1ccccc1NC(=O)CNc1cc(Cl)ccc1N1CCOCC1,13%
CC(C)(C)SCCNS(=O)(=O)c1ccc(F)cc1,-16%
O=C(Nn1c(O)c(C=C2N=c3ccccc3=N2)sc1=S)c1cccc(Cl)c1,20%

The list continues:
molecule,EphA4 KYL inhibition
CCOC(=O)Cc1csc(NC(=S)NC(=O)c2ccc(Cl)cc2)n1,-14%
CCOC(=O)c1cnc2c(ccc3ccccc32)c1Cl,2%
CCC(=O)Nc1nonc1-c1nc2ccccc2n1CCC(C)C,3%
c1ccc(-n2ncc3c2ncn2nc(CSc4nc5ccccc5s4)nc32)cc1,9%
Nc1nncn1C(=O)COc1ccccc1,2%
CCn1nnnc1-c1ccc(OC)c(S(=O)(=O)Nc2ccc(F)cc2)c1,-10%
COc1ccc(OC(C)C(=O)NCCc2ccccc2)cc1 (centres undefined),8%
COc1cc(OC)c(C2=NOC(C(=O)N3CCc4ccccc4C3)C2)cc1Cl (centres undefined),-9%
O=C1C(Cl)=C(NCC2CCCO2)C(=O)N1c1cccc(Cl)c1Cl (centres undefined),-6%
CCn1c(CSc2nc3ccccc3n2C)nc2ccccc21,4%

Random excerpt: three entries already listed.
molecule,EphA4 KYL inhibition
CC1(c2ccccc2)CC(C)(C)N(C(=O)C2CCCO2)c2ccccc21 (centres undefined),5%
O=C(CC(=O)NN=C1CCCC1)NCCc1ccccc1,9%
CCOC(=O)Cc1csc(NC(=S)NC(=O)c2ccc(Cl)cc2)n1,-14%

Other compounds:
molecule,EphA4 KYL inhibition
Cc1cc(C)nc(-n2nc(C)c3c(=O)[nH]c(C(F)(F)F)nc32)n1,4%
CCOC(=O)C(NC(=O)N1CCCCC1)(c1ccccc1)C(F)(F)F (centres undefined),12%
O=S(=O)(Cc1cc(Sc2ccc(Cl)cc2)nc(-c2ccccc2)n1)c1ccccc1,-8%
COc1cc(C2C(C(=O)Nc3ccccc3OC)=C(C)Nc3ncnn32)ccc1O (centres undefined),-6%
Cc1ccc(-c2nc3ccccc3[nH]2)cc1NC(=S)NC(=O)c1ccccc1Br,-1%
Clc1ccc(C(c2nnnn2C2CCCC2)N2CCSCC2)cc1 (centres undefined),-19%
COc1ccc(OC)c(N(CC(=O)Nc2cc(C)cc(C)c2)S(C)(=O)=O)c1,-4%
O=C(CN1C2CCC1CC(NC(=O)C1CC1)C2)NCc1ccccc1 (centres undefined),-5%
O=C(CSc1nnc(NC(=O)c2ccco2)s1)NC1CCCCC1,-46%
